# Screens (PubChem)
# SNCA viab count – reduces viability of HEK-293 SNCA reporter cells; HEK-293-SNCA-luc viability, GF-AFC fluorescence, 24 h; Potency, µM (highest dose often 57.1 µM), without a hit: at the highest dose activity change, negative = cytotoxicity, most hits filed as cytotoxic; hit rate 0.12% among 150,000;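 also: potency is read from the fitted curve at half-maximal effect; 0% = DMSO-treated cells and -100% = medium-only wells without cells; nearly all actives have a fitted effect of over 30% in size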
#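 Cytotoxicity counterscreen: after 24 h compound treatment of genome-edited SNCA-luciferase HEK-293 cells, live-cell protease substrate GF-AFC read by fluorescence after 30 min; activity scaled between DMSO (0%) and medium-only (-100%), curves Hill-fitted.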
# Luciferase inh – blocks purified firefly luciferase enzyme activity. P08659. purified P. pyralis luciferase, luminescence, biochemical. Potency, µM (highest dose often 115 µM), inactives show top-dose activity change, negative = inhibition, most hits filed as inhibitors. hit rate 2.5% among 76,000; also: potency is read from the fitted curve at half-maximal effect; nearly all actives have a fitted effect of over 65% in size
# Target sequence (P08659 whole entry, looked up): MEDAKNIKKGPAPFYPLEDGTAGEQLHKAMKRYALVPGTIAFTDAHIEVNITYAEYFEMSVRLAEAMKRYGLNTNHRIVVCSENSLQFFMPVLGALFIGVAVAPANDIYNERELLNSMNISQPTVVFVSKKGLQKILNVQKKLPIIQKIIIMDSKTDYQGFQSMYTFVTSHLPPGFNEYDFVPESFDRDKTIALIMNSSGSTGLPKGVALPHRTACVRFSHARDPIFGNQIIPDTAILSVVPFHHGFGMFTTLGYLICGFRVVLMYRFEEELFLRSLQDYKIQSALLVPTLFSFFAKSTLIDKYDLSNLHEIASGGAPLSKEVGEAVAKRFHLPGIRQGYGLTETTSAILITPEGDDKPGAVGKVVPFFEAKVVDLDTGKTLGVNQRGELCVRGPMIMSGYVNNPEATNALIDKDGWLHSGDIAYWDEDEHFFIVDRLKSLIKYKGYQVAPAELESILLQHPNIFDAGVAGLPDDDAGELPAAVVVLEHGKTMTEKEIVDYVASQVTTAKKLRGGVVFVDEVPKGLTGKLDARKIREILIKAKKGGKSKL
#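 Purified 10nM P. pyralis luciferase with 10uM D-luciferin and 10uM ATP in 50mM Tris acetate pH 7.5, 10mM Mg acetate, 0.01% Tween-20, 0.05% BSA. qHTS titration; luminescence read by CCD imager.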
# NIH3T3 tox – NIH 3T3 cell cytotoxicity. AID 1345082. hit rate 4.3% among 94,000. NIH 3T3 viability, CellTiter-Glo ATP luminescence, 48-72 h. Potency, µM (top dose mostly 96.7 µM), for inactives: top-dose activity change, negative = cytotoxicity, hits mostly inhibitors; also: potency is read from the fitted curve at half-maximal effect; nearly all actives have a fitted effect of over 55% in size
#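 Cytotoxicity was measured by CellTiter-Glo ATP luminescence after 48 or 72 h compound exposure at 37 °C. Mouse NIH 3T3 fibroblasts were seeded at 400 cells/well and dosed by 23 nL pin transfer.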
# SNCA expr inh – reduces expression of the alpha-synuclein gene | HEK-293 SNCA-luciferase knock-in, luminescence, 24 h | Potency, µM (top dose mostly 57.2 µM), for the others: at the highest dose activity change, negative = inhibition, usual class: inhibitors | hit rate 0.17% among 140,000 | AID 1671194;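 also: potency is read from the fitted curve at half-maximal effect; plate controls were DMSO cells for no effect and cell-free wells for full effect; nearly all actives have a fitted effect of over 45% in size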
# GPT2 inhibitor – inhibitors of human GPT2 alanine aminotransferase | Q8TD30 | Recombinant GPT2, coupled pyruvate oxidase/HRP Amplex Red fluorescence | Potency, µM (doses to about 57.7 µM), inactives show at the top dose activity change, negative = inhibition, usual class: inhibitors | hit rate 0.25% among 100,000 | AID 1671188; also: potency is read from the fitted curve at half-maximal effect; nearly all actives have a fitted effect of over 60% in size; many of its hits are not listed in these tables
# Target sequence (Q8TD30 whole entry, looked up): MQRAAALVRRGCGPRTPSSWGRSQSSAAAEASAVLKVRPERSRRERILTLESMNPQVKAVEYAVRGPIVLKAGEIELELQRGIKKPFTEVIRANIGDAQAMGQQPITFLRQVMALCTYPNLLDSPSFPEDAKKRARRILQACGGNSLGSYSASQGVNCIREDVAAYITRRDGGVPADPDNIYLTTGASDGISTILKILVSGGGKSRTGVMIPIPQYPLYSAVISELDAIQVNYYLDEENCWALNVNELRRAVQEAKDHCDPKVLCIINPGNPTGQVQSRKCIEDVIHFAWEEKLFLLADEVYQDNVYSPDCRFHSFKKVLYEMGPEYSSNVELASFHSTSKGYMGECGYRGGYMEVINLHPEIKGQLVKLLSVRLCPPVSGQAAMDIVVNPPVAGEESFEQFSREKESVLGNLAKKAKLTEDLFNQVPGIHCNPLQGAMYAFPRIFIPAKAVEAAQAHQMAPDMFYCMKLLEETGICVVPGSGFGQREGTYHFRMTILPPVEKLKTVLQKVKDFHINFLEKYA
#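 Inhibition is scored from Amplex Red fluorescence generated when pyruvate oxidase and HRP act on pyruvate released by GPT2. Reactions contain 10ng/uL enzyme, 250uM a-KG and 2mM L-alanine and run 30 min at room temperature.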
# HEK293 tox – kills HEK 293 cells; HEK 293 viability, ATP luminescence (CellTiter-Glo), 48-72 h; hit rate 6.6% among 94,000; Potency, µM (titrated, usually from 115 µM), inactives show top-dose activity change, negative = cytotoxicity, actives largely listed as inhibitors; AID 1345083; also: potency is read from the fitted curve at half-maximal effect; nearly all actives have a fitted effect of over 60% in size
#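 qHTS cytotoxicity; HEK 293, 250 cells/well; compound pinned; 48 or 72 hr, 37 degree Celsius, 5% CO2, 95% humidity; CellTiter-Glo, 10 min RT; luminescence (ATP).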
# IP6K1 inhibitor – IP6K1 kinase inhibition; activity change, % (series mostly up to about 58 µM); hit rate 0.81% among 140,000; IP6K1 kinase, ADP-Glo luminescence, 2 h; stronger effect = lower value; Q92551; in the data active = activity change below about -25%
#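 ADP-Glo luminescence measures ADP made by human IP6K1 during a 2 h RT reaction with ATP/IP6 (mix at 1.3 mM/130 uM); top library doses 57.5 and 19.1 uM final.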
# An asterisk follows results filed as active; i = inactive; ? = inconclusive; . = no result given; [ ] = dose if it differs, or a comment. Unless noted, calls follow the shape of the dose curve; as a rule, active = well fitted curve in the direction sought with a large enough effect; inconclusive = small, poorly fitted or top-dose-only effect, or another doubt; inactive = no such curve, though single readings can be large; an effect the other way counts as inactive or inconclusive. Unless noted, % is scaled to controls: 0 for no effect and ±100 for the full control effect. Some of the compounds tested; rates above refer to the full screens.
SMILES,SNCA viab count,Luciferase inh,NIH3T3 tox,SNCA expr inh,GPT2 inhibitor,HEK293 tox,IP6K1 inhibitor
O=C(c1ccc(C(F)(F)F)cc1)N1CCC(C(=O)N2CCC(N3CCCC3=O)CC2)CC1,-1.6%,.,i,3.1%,?,i,8.1
CCOC(=O)[C@@H]1[C@@H](O)C(=O)N(Cc2ccccc2)C12CCN(C(=O)OCc1ccccc1)CC2,.,.,?,.,.,?,8.6
CC(=O)Nc1ccc(CN2CCC3(CN[S+](=O)([O-])c4ccccc4N3)C2)cc1 (centres undefined),12.5%,-5.8%,-10.4%,-4.9%,0.8%,-1.9%,-5.9
CN1Cc2ccc(N3CCOCC3)nc2C(C)(C(=O)NCc2ccccc2)C1 (centres undefined),-3.7%[87.6 µM],-4.4%[172 µM],?,-30.1%[87.6 µM],-10.3%[88.5 µM],-40.8%[172 µM],63.2
Cc1ccc(Cl)cc1NC(=O)CCCn1c(=O)c2cccn2c2cccnc21,7.5%,.,.,10.5%,.,.,11.5
Cc1nc2c(c(=O)[nH]1)CCN(C(=O)c1cn(CCC3CCCCN3)nn1)CC2 (centres undefined),7.6%,-23.1%,4.1%,89.5%[activator],?,8.7%,2.0
Cc1nc(N2CCC(C(O)c3nccn3C)CC2)c2sccc2n1 (centres undefined),-7.5%,-8.7%,-0.3%,-5.9%,-4.7%,-10.8%,11.8
CCN(CC)C(=O)[C@@H]1CCC[C@@H](NC(=O)Nc2c(C)noc2C)CN(C)C(=O)C1,4.2%[87.6 µM],-6.5%[172 µM],i,-6.4%[87.6 µM],3.5%[88.5 µM],i,1.4
Cn1ccc2c(C(=O)NCc3cccnc3)nc(-c3ccc([S+](C)(=O)[O-])cc3)cc21,-8.7%[87.6 µM],-13.3%[172 µM],?,-5.3%[87.6 µM],0.0%[88.5 µM],?,11.5
COc1ccc(Cl)cc1NC(=O)CCN1C(=O)c2ccccc2Sc2ncccc21,-8.1%,.,.,-13.8%,.,.,-7.2
O=C(c1cccc(-c2ccccn2)c1)N1CCN(C(=O)C2CC2)CC1,-7.0%[12.5 µM],.,-11.9%[138 µM],?,-0.7%[88.5 µM],-13.4%[172 µM],-14.7
O=C(CC1=CCCCC1)N1C[C@@H](COCC2CC2)[C@H](c2ccncc2)C1,-7.7%,-9.8%,?,4.6%,i,?,-10.0
COc1cccc(CC(=O)Nc2cccc(-c3nnc4n3CCCC4)c2)c1,2.6%,2.4%,?,9.2%,-3.1%,?,37.3
COc1ccc(NC(=O)Cn2nnc(C(=O)Nc3ccc(F)c(Cl)c3)c2N)cc1OC,-0.8%,.,.,-3.2%,.,.,-10.8
O=C(Nc1ccc(Cl)cc1)N1CCCC(c2nn(-c3ccccc3)c(=O)[nH]2)C1 (centres undefined),3.1%,-13.7%,-26.6%,-2.8%,-3.5%,-22.3%,11.1
COc1cc(OC)c(NC(=O)Cn2cnc3sc(C)c(S(=O)(=O)N4CCC(C)CC4)c3c2=O)cc1Cl,1.9%,.,.,?,.,.,20.1
COc1cc2c(cc1OC)CC(=O)N(CCCNC[C@H]1Cc3cc(OC)c(OC)cc31)CC2,10.8%,.,.,.,1.4%,.,-5.8
O=C(NC1CCCCC1)N[C@H]1CCN2C(=O)c3ccccc3NC(=O)[C@H]12,2.1%[87.6 µM],-4.8%[172 µM],-5.6%[138 µM],8.5%[87.6 µM],i,-9.3%[172 µM],3.3
Cc1nc2c(C(=O)O)cnn2c(C)c1Cc1ccccc1,-7.8%,.,.,15.7%,.,.,8.2
O=C(Cc1ccccn1)N1CCCN(c2ccc3nnc(-c4ccccc4)n3n2)CC1,.,.,-8.2%,.,.,-3.5%,0.0
N#Cc1cccc(NC(=O)N2CCC[C@@H](O)[C@H](NC(=O)c3ccc(OCc4ccc(F)cc4)cc3)C2)c1,?,3.2%,?,?,-4.0%,?,11.0
Cc1ccccc1NC(=O)c1sc2nc3c(cc2c1N)CCCC3,-4.3%,.,.,154.8%[activator],.,.,-4.2
CC1=C(CCC(C)O[C@@H]2O[C@H](CO)[C@@H](O)[C@H](O)[C@H]2O)C(C)(C)CC(O)C1 (some centres undefined),-5.7%,.,.,.,i,.,1.7
O=C(NC1CCCC1)c1ccc(CSc2nc3cccnc3n2Cc2cccc(F)c2)cc1,-12.8%,.,.,-12.8%,.,.,-7.7
COC(=O)c1cc2sc(C)cc2n1Cc1cccc(OC)c1,-0.3%,.,.,-4.6%,.,.,-15.7
CC(C)CC(=O)Nc1ccccc1OCc1cc(=O)n2ccccc2n1,4.4%,.,.,6.7%,.,.,-9.9
O=C(NCCc1ccccc1)C1CCN(C(=O)c2ncn3c2COC(c2ccccc2)C3)CC1 (centres undefined),11.1%,3.16µM*,i,81.0%[activator],i,-0.1%,8.9
Cc1oc(-c2cccc(Cl)c2)nc1CN1CCC(C(=O)NC(C)c2ccccc2)CC1 (centres undefined),16.2%,.,.,-13.5%,.,.,-0.1
N#Cc1ccc(CN2CC[C@@H]3C(=O)NCCCCCCN(Cc4ccncc4)[C@@H]3C2)cc1,4.3%,-6.6%,-28.3%,-7.6%,-1.1%,-10.6%,11.3
C=CCNC(=O)N1CC[C@@H](CC(=O)O)[C@@H](CC2=NCCc3ccc(C)cc32)C1,9.1%[87.6 µM],2.8%[172 µM],-6.4%[174 µM],-16.3%[87.6 µM],2.0%[88.5 µM],-19.9%[172 µM],-12.2
CCCNC(=O)N1CCC[C@H](n2c(=O)n(CCOC)c3cccnc32)C1,8.0%,2.3%,1.7%,-12.3%,-8.0%,i,2.0
Cc1ccc(CN2CCN(C3CCNCC3)C(=O)C2=O)cc1,-3.7%,.,.,12.2%,.,.,54.7
CCN(c1ccccc1)S(=O)(=O)c1cc(C(=O)Nc2ccc(Br)cc2)ccc1F,-8.1%,.,.,-6.3%,.,.,2.4
CN1CCC(OC2CCN(S(=O)(=O)c3ccccc3)CC2)CC1,-12.5%,2.7%,-7.4%,-13.9%,-3.9%,2.3%,-2.9
O=C(NCc1ccc(F)cc1)c1nc(-c2ccsc2)c2ccccn12,0.5%,-2.3%,?,23.0%,i,?,1.9
COC1CN(C2CCN(C(=O)C3CCOCC3)CC2)C12CCOCC2 (centres undefined),-15.7%,-0.7%,i,-1.9%,i,i,10.2
Cn1nc(-c2nncn2CC2CC2)c2c1CCN(C(=O)CCC(=O)N1CC(=O)Nc3ccccc31)C2,0.0%,0.0%,4.1%,-0.6%,4.7%,i,16.7
Cc1ccc(-n2c(=O)c3c(C)c(C(=O)N(C)C)sc3n(CC(=O)N(C)c3ccccc3)c2=O)cc1C,-10.9%,.,.,37.0%[activator],.,.,14.9
Cc1ccc(-c2onc(C)c2C)cc1S(=O)(=O)Nc1ccc(Cl)cn1,10.2%,.,.,11.0%,.,.,36.0
Cc1nn(C(=O)c2cccc(Cl)c2)c(C)c1S(=O)(=O)N1CCOCC1,7.0%,.,.,30.1%[activator],.,.,-18.3
COc1cc(OC)c(NC(=O)CCc2c(C)nc3cc(-c4ccccc4OC)nn3c2C)cc1Cl,-1.1%,.,.,?,.,.,10.5
CNC(=O)[C@@H]1C[C@H](Oc2ccccc2)CN1C1CCN(Cc2cccc(C#N)c2)CC1,5.9%,.,-30.2%,-1.1%,i,?,9.4
Cc1nnc(NC(=O)CSc2nnc3c(n2)[nH]c2ccccc23)s1,6.1%,.,.,-6.4%,.,.,6.7
COc1ccc(C(=O)c2cn(Cc3ccccc3F)c3cc4c(cc3c2=O)OCO4)cc1,-4.9%,.,.,31.7%,.,.,-13.3
COCCc1nncn1C1CCN(C(=O)c2ccc(Br)o2)CC1,13.5%,5.7%,-12.1%,-10.1%,-7.5%,8.2%,11.0
Cc1cnc(C(=O)NC2C[C@H]3CC[C@@H](C2)N3C(=O)Nc2cccc(C(F)(F)F)c2)cn1 (some centres undefined),-15.3%,-2.7%,?,-1.2%,?,-28.6%,18.9
Cc1ccn(CC(=O)N(C)C2CCc3nn(CC4CC4)c(=O)n3CC2)n1 (centres undefined),0.0%,-2.6%,3.4%,-23.4%,i,2.6%,-5.9
O=C(c1ccc2c(c1)CCC2)N1C[C@H]2CC[C@@H]1CN(Cc1cscn1)C2,1.0%,-5.5%,?,2.6%,-0.9%,?,14.1
Cc1cccc(CNC(=O)c2oc3c(c2C)-c2nn(Cc4ccccc4Cl)cc2CC3)c1,-9.3%,.,.,4.0%,.,.,-7.5
Cc1cc(C)cc(C(=O)N2CCN(C(=O)c3nnn4c3COC(c3ccccc3)C4)CC2)c1 (centres undefined),6.4%,-1.5%,-23.7%,-5.9%,-5.7%,-12.5%,0.0
CCOCCn1c(=O)[nH]c2cc(C(=O)NCCc3scnc3C)ccc21,-0.7%,?,-2.9%,2.4%,-3.6%,-8.6%,0.7

# Gathered by group: the compounds so far with a Cl atom
SMILES,SNCA viab count,Luciferase inh,NIH3T3 tox,SNCA expr inh,GPT2 inhibitor,HEK293 tox,IP6K1 inhibitor
Cc1ccc(Cl)cc1NC(=O)CCCn1c(=O)c2cccn2c2cccnc21,7.5%,.,.,10.5%,.,.,11.5
COc1ccc(Cl)cc1NC(=O)CCN1C(=O)c2ccccc2Sc2ncccc21,-8.1%,.,.,-13.8%,.,.,-7.2
COc1ccc(NC(=O)Cn2nnc(C(=O)Nc3ccc(F)c(Cl)c3)c2N)cc1OC,-0.8%,.,.,-3.2%,.,.,-10.8
O=C(Nc1ccc(Cl)cc1)N1CCCC(c2nn(-c3ccccc3)c(=O)[nH]2)C1 (centres undefined),3.1%,-13.7%,-26.6%,-2.8%,-3.5%,-22.3%,11.1
COc1cc(OC)c(NC(=O)Cn2cnc3sc(C)c(S(=O)(=O)N4CCC(C)CC4)c3c2=O)cc1Cl,1.9%,.,.,?,.,.,20.1
Cc1oc(-c2cccc(Cl)c2)nc1CN1CCC(C(=O)NC(C)c2ccccc2)CC1 (centres undefined),16.2%,.,.,-13.5%,.,.,-0.1
Cc1ccc(-c2onc(C)c2C)cc1S(=O)(=O)Nc1ccc(Cl)cn1,10.2%,.,.,11.0%,.,.,36.0
Cc1nn(C(=O)c2cccc(Cl)c2)c(C)c1S(=O)(=O)N1CCOCC1,7.0%,.,.,30.1%[activator],.,.,-18.3
COc1cc(OC)c(NC(=O)CCc2c(C)nc3cc(-c4ccccc4OC)nn3c2C)cc1Cl,-1.1%,.,.,?,.,.,10.5
Cc1cccc(CNC(=O)c2oc3c(c2C)-c2nn(Cc4ccccc4Cl)cc2CC3)c1,-9.3%,.,.,4.0%,.,.,-7.5
